# Screens from PubChem.
# Mdm2-MdmX inh: inhibitors of human Mdm2/MdmX interaction; O15151+Q00987; SaOS-2 split-luciferase Mdm2/MdmX complementation, luminescence; inhibition, % at 8 µM; 330,000 compounds, 3% hits;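 active means inhibition of at least 50% at 8 µM in the primary screen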
# Target sequence (O15151 whole entry, looked up): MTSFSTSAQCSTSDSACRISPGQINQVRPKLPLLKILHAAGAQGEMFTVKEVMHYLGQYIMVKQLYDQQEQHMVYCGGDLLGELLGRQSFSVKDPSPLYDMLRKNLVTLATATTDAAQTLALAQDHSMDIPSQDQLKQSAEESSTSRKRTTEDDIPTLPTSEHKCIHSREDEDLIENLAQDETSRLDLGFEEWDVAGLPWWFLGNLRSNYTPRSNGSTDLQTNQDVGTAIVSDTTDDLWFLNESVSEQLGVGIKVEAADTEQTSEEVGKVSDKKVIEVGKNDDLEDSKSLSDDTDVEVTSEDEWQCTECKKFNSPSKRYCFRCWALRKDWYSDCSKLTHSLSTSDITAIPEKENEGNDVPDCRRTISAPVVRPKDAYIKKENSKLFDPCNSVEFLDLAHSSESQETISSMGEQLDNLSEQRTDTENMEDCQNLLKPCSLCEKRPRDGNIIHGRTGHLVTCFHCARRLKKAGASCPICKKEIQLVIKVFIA
# Target sequence (Q00987 whole entry, looked up): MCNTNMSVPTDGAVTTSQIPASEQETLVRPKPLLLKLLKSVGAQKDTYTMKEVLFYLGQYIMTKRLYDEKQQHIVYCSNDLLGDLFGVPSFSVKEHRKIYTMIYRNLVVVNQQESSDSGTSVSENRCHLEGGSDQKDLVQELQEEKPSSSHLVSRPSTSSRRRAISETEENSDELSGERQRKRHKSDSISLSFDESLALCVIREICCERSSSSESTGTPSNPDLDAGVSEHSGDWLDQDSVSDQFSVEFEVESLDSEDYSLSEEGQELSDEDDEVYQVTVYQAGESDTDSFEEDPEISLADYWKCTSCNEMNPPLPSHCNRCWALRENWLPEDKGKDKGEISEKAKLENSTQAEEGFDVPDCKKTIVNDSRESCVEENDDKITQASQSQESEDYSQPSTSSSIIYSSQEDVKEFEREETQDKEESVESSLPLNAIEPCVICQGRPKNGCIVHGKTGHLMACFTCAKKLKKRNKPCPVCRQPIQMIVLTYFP
# Jurkat NFkB inh: inhibitors of the PMA/ionomycin-induced NF-kB reporter in Jurkat cells. PMA/ionomycin-induced NF-kB luciferase reporter, luminescence. inhibition, % at 4 µM. 330,000 compounds, 0.53% hits. AID 435003; in the data active means inhibition above about 50%
# APJ ag: agonists of human APJ apelin receptor | activation, % at 20 µM | 330,000 compounds, 0.11% hits | P35414 | CHO-K1 APJ PathHunter beta-arrestin, luminescence; 0% DMSO wells, 100% apelin;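 active means activation more than six SD over the plate average, tested at 20 µM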;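 further: 0% = DMSO alone and 100% = apelin-13 at 10 nM; some results filed as inactive read as strong as hits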
#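 Test system: CHO-K1 APJ beta-arrestin complementation cell line | Compound: Single test compound dose, 20 µM final, 1% DMSO | Incubation: Compound 90 min 25 °C, reagent 1 h | Measured by: beta-gal luminescence | Read-out basis: APJ–arrestin association signal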
# tim23-1 inh: tim23-1 yeast growth inhibition | S. cerevisiae tim23-1 growth, BacTiter-Glo luminescence, 24 h | inhibition, % at 20 µM | 330,000 compounds, 1.3% hits | AID 463212;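 active means growth inhibition of the mutant yeast at or above 50%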;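 further: temperature-sensitive mutant grown at 25 °C; plate controls were DMSO-treated mutant yeast for no effect and medium wells lacking yeast for full effect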
# APJ antag: blocks the human apelin receptor APJ | 330,000 compounds, 0.32% hits | CHO-K1 APJ beta-arrestin complementation, luminescence | inhibition, % at 20 µM | P35414;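 active means inhibition above about 40% at 20 µM, limit read from the data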;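 further: cells challenged with 10 nM apelin-13 agonist together with compound; plate controls were apelin-13 plus DMSO wells for no effect and DMSO wells lacking apelin-13 for full effect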
# 697 NFkB inh: lowers PMA/ionomycin-induced NF-kB signal in 697 B cells | 697 B-cell NF-kB luciferase reporter, 16 h | inhibition, % at 4 µM | 330,000 compounds, 0.33% hits | AID 435022; in the data active means inhibition above about 35%
# UPR CHOP act: activators of apoptotic arm of unfolded protein response (CHOP); activation, % at 10 µM; 330,000 compounds, 0.34% hits; CHO-CHOP luciferase reporter, UPR activation, luminescence; percent of tunicamycin response over DMSO baseline;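 active means at 10 µM dose, activation of 40% or more, normalized to positive control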;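 further: 100% = tunicamycin at 10 µg/mL and 0% = DMSO alone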
#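 measured by = luciferase luminescence | assay system = CHO-CHOP cells, stable luciferase reporter of PERK-eIF2a-CHOP signalling | amount = 500 reporter cells seeded per well | timing = 6 h compound exposure at 37 °C after overnight seeding | controls = positive tunicamycin 10 µg/mL, negative DMSO alone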
# UPR XBP1 act: adaptive UPR (XBP1) activation. 330,000 compounds, 0.33% hits. activation, % at 20 µM. CHO-XBP1 luciferase reporter, IRE1-XBP1 UPR activation, luminescence; percent of tunicamycin response, DMSO as zero. AID 463104;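 active means versus positive control, 20 µM dose yields 30% or more activation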;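 further: 100% = tunicamycin at 10 µg/mL and 0% = DMSO only wells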
#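 assay system = CHO-XBP1 luciferase reporter cells | amount = 1000 cells/well | buffer or medium = F12 plus 10% FBS | compound dosing = single point, 20 µM final compound, 1% DMSO | incubation = 16-18 h cell attachment at 37 °C, then 6 h compound exposure | detection = Steady-Glo luminescence read | controls = tunicamycin 10 µg/mL and vehicle-only wells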
# * hit, by the source's call; . = no result given.
# Start of the listing, in advance:
nr	Structure	Mdm2-MdmX inh	Jurkat NFkB inh	APJ ag	tim23-1 inh	APJ antag	697 NFkB inh	UPR CHOP act	UPR XBP1 act
1	O=C(COc1ccc2ccccc2c1)Nc1nccs1	-32	-128	1	20	-5	10	-0.8	-6
2	CP(C)(=O)CCP(=O)(c1ccccc1)c1ccccc1	15	0	1	8	10	5	1.2	-2
3	C/C(CCN1CCc2nc(-c3ccccc3)c(-c3ccccc3)cc2C1)=N\O[C@H](C)c1cn([C@H](CO)Cc2ccccc2)nn1	11	9	-3	-3	16	-1	1.3	1
4	C[C@@H](NC(=O)CN1C(=O)c2ccccc2S1(=O)=O)c1ccccc1	16	11	3	8	-4	1	0.7	-3
5	COc1ccc(CC(=O)Nc2nc(C)cs2)cc1	4	-4	-1	-5	11	-3	0.0	4

# The list itself (from the top)
nr	Structure	Mdm2-MdmX inh	Jurkat NFkB inh	APJ ag	tim23-1 inh	APJ antag	697 NFkB inh	UPR CHOP act	UPR XBP1 act
1	O=C(COc1ccc2ccccc2c1)Nc1nccs1	-32	-128	1	20	-5	10	-0.8	-6
2	CP(C)(=O)CCP(=O)(c1ccccc1)c1ccccc1	15	0	1	8	10	5	1.2	-2
3	C/C(CCN1CCc2nc(-c3ccccc3)c(-c3ccccc3)cc2C1)=N\O[C@H](C)c1cn([C@H](CO)Cc2ccccc2)nn1	11	9	-3	-3	16	-1	1.3	1
4	C[C@@H](NC(=O)CN1C(=O)c2ccccc2S1(=O)=O)c1ccccc1	16	11	3	8	-4	1	0.7	-3
5	COc1ccc(CC(=O)Nc2nc(C)cs2)cc1	4	-4	-1	-5	11	-3	0.0	4
6	COc1ccc2c(c1)C1=C(CC2)C(c2ccc(C)cc2)NC(=S)N1 (configuration not stated)	7	-14	-1	42	-25	7	1.3	-2
7	CCN(CC)C(=O)C(=O)c1cn(CCOc2ccccc2)c2ccccc12	19	1	-1	9	-5	0	0.0	20
8	CC1=CS/C(=C(/C#N)C(=O)NCc2ccco2)N1c1ccccc1	11	10	1	13	-12	28	1.1	-3
9	COc1cccc(NC(=O)c2ccccc2N(Cc2ccccc2)S(C)(=O)=O)c1	4	3	-1	25	6	11	0.0	0
10	O=C(Cn1ncc(Cl)c(Cl)c1=O)Nc1ccc2c(c1)OCO2	100*	-1	-3	-9	-1	-2	39	-2
11	O=C(O)Cn1ccnc1	7	-7	-2	10	4	-11	-0.5	1
12	O=C(NC1CC(=O)c2sccc21)c1ccc(Cl)cc1Cl (configuration not stated)	-16	-30	0	-9	-8	-27	3.7	1
13	Cc1cccc(-c2nc3c(c(=O)c4ccccc4n3C)c(=O)n2-c2ccccc2)c1	20	16	-4	9	4	11	0.8	1
14	O=C(c1ccc(Br)s1)N1CCN(S(=O)(=O)c2ccccc2)CC1	31	6	0	18	10	20	1.4	-5
15	CCOc1ccc(CN(C)CC(=O)NCc2ccccc2)cc1	12	5	0	10	-1	-1	-0.5	1
16	COc1ccc(N(CC(=O)Nc2cccc(OC)c2)S(=O)(=O)c2c(C)nn(C)c2C)cc1	11	-8	2	20	-9	-32	0.4	-3
17	Cn1c(/C(C#N)=C/c2ccc(O)cc2)nc2ccccc21	-35	-38	-6	25	14	-38	6.5	0
18	Cc1cc(N2CCN(c3ccccc3F)CC2)nc2cc(O)ccc12	-25	-24	-4	0	14	-18	5.8	3
19	O=C(c1cc(-c2cccc(Cl)c2)nc2ccccc12)N1CCCC1	22	12	-6	20	13	6	0.6	-4
20	O=c1oc2ccccc2c(NC(c2ccccc2)c2ccccc2)c1[N+](=O)[O-]	40	-9	-2	24	8	-5	-0.5	-3
21	CC1CCc2sc(C(=O)NC3CCCCC3)cc2C1 (configuration not stated)	-236	-87	-2	20	3	-122	3.3	3
22	O=[N+]([O-])c1cc2oc3c(c2c(C=NCc2ccccc2)c1O)CCCC3	27	-3	3	77*	-16	5	0.7	-1
23	CCN1CCN(C(=O)C2=CC(c3ccc(OC)cc3)=NS(=O)(=O)N2C)CC1	-7	7	-4	7	5	-2	3.1	-2
24	CCCCN1C2CCCC1CC(NC(=O)c1ccccc1Cl)C2 (configuration not stated)	9	5	-2	1	14	7	0.2	-3
25	COC(=O)CNC(=O)COC(=O)C(Cc1ccccc1)NC(=O)c1ccco1 (configuration not stated)	-12	1	2	10	-2	-20	-1.3	-4
26	CCC(Sc1nc(N)cc(=O)[nH]1)C(=O)NC(C(=O)OC)c1ccccc1 (configuration not stated)	8	-5	2	5	-3	10	-2.1	-5
27	FC(F)(F)c1ccccc1-c1nc(-c2ccncc2)no1	23	3	-1	-9	10	-20	0.7	-2
28	COc1ccccc1C(=O)NCCC(=O)N1CCN(S(=O)(=O)c2ccc(Cl)cc2)CC1	4	8	-4	2	6	23	0.5	0
29	CCc1c(C)sc(NC(=O)c2ccco2)c1C(=O)N1CCCCC1	-6	8	-1	29	-7	18	-0.9	0
30	CN(Cc1ccccc1)C(=O)COC(=O)C12CC3CC(CC(Br)(C3)C1)C2	1	-7	-4	32	3	16	0.0	-4
31	CCOC(=O)c1c(C)[nH]c2cc(Br)c(OC)cc12	9	-42	2	29	-9	-37	0.0	5
32	COc1cccc(NC(=O)CN(C)C(=O)c2ccccn2)c1	-8	1	-2	-1	5	6	0.9	2
33	COc1ccccc1NC(=O)C1=C(C)NC(=O)NC1c1ccccc1[N+](=O)[O-] (configuration not stated)	3	-17	5	16	-5	-66	1.3	0
34	CSc1ccccc1OCc1cc(C(=O)N2CCN3CCCC3C2)no1 (configuration not stated)	2	-6	-2	17	16	-18	4.0	0
35	O=c1cc(C(F)(F)F)nc(-c2cccnc2)[nH]1	-16	7	-1	2	10	14	1.0	2
36	COc1ccc(Cl)cc1NC(=O)COC(=O)C1=NNC(=O)CC1	1	-5	-4	-8	2	-13	0.5	2
37	O=[N+]([O-])c1ccc(N=NN(CCO)CCO)cc1	-2	3	-3	13	9	27	0.5	-1
38	CC[C@]12c3[nH]c4ccc(Cl)cc4c3CCN1C(=O)[C@@H](CC(=O)NCCN1CCOCC1)C[C@@H]2C(=O)N1CCN(C(=O)C2CC2)CC1	-26	.	.	25	.	16	1.1	1
39	CCOc1ccc(-n2c(=O)c3sccc3n(Cc3ccc(C)cc3)c2=O)cc1	22	-2	-3	15	10	10	-2.2	-2
40	COc1ccccc1NS(=O)(=O)c1cccc(NS(=O)(=O)c2cc(C(=O)O)ccc2OC)c1	-16	1	-2	10	-2	-3	0.4	2
41	COc1ccc(C2CC(=O)Oc3c2c(=O)n(C)c2ccccc32)c(OC)c1OC (configuration not stated)	12	-3	-3	6	-1	9	-0.9	-2
42	COC(=O)/C(=C\Nc1ccc(OC)cc1)NC(=O)c1ccc(Cl)cc1Cl	16	-13	-3	34	-18	4	-3.0	-1
43	CN(CC(=O)NCCCc1ccccc1)Cc1ccc(Br)cc1	3	3	-2	22	4	10	2.3	-2
44	CCCn1c(SCc2nc3sc(C)c(C)c3c(=O)[nH]2)nc2ccccc2c1=O	48	1	-4	7	-5	-5	-1.7	78*
45	Cc1cc(C)c(C(=O)Nc2ccc(S(=O)(=O)Nc3ccccn3)cc2)c(C)c1	15	-9	-3	7	-3	0	-0.6	0
46	COc1ccc(-c2cc(C(F)(F)F)n3nc(C(=O)N4CCN(C(=O)c5ccco5)CC4)cc3n2)cc1	17	2	-1	11	-76	18	0.8	2
47	COc1ccc(CC(=O)NCc2ccc3c(c2)cc(C)n3C)cc1	18	8	-1	13	-3	19	-1.6	0
48	CNC(C)C(=O)NC(C(=O)N1CCCC1C(=O)NC1CCCc2ccccc21)C(C)C (configuration not stated)	-3	-24	-1	4	-1	-201	1.6	4
49	O=C1CC(C(=O)Nc2ncccn2)C(c2ccccc2)O1 (configuration not stated)	10	0	0	1	7	-3	1.1	-1
50	Cc1ccn2cc(CCNC(=O)Cc3cccs3)nc2c1	-31	12	-1	-4	4	-2	2.4	2
51	O=C(Nc1ccccc1)/C(=C\c1cccs1)NC(=O)c1ccccc1	10	-1	-2	-13	-5	11	-0.4	0
52	COCc1ccc(C(=O)N2CCCC(CNC(=O)c3ccc(F)cc3)C2)o1 (configuration not stated)	5	0	-3	-2	-62	9	1.0	-3
53	COc1ccc(C(=O)OCC(=O)NCC2CCCO2)c(F)c1 (configuration not stated)	3	4	-4	-7	25	-5	0.4	-1
54	O=Cc1c(Cl)cccc1Cl	11	7	-1	-11	-8	7	-0.4	-3
55	Cc1ccc(C2(C)NC(=O)N(CC(=O)NNC(=O)c3ccccc3F)C2=O)cc1 (configuration not stated)	22	-10	-2	-4	-13	3	-1.6	-1
56	C=CCN1C(=O)c2ccccc2Sc2ccc(C(=O)N3CCN(C)CC3)cc21	-16	-7	-3	9	1	3	-1.6	-3
57	CCOC(=O)c1c(NC(=O)CCl)sc(CN(C)C)c1-c1ccccc1	10	4	-2	20	6	6	35	1
58	Cc1ccc(C(=O)Nc2ccc3ccccc3n2)cc1	-133	-125	-2	19	-15	-232	0.6	-4
59	CCOc1ccc(NC(=S)N(CCCN2CCOCC2)Cc2cn(C)c3ccccc23)cc1	34	5	-4	10	12	-2	0.0	1
60	Cc1cc(Cl)nc(Cl)c1C(=O)NC(=O)NCCC(C)C	22	-1	-2	22	-19	-6	-0.7	-3

# Reformatted screen by screen: part of the list above.
[57] CCOC(=O)c1c(NC(=O)CCl)sc(CN(C)C)c1-c1ccccc1
[53] COc1ccc(C(=O)OCC(=O)NCC2CCCO2)c(F)c1 (configuration not stated)

Screen / compound no.	57	53
Mdm2-MdmX inh	10	3
Jurkat NFkB inh	4	4
APJ ag	-2	-4
tim23-1 inh	20	-7
APJ antag	6	25
697 NFkB inh	6	-5
UPR CHOP act	35	0.4
UPR XBP1 act	1	-1

# (cont.)
nr	Structure	Mdm2-MdmX inh	Jurkat NFkB inh	APJ ag	tim23-1 inh	APJ antag	697 NFkB inh	UPR CHOP act	UPR XBP1 act
61	CCOc1oc(-c2ccc(OC)cc2)nc1C(F)(F)F	5	-3	-1	2	-4	8	-2.0	0
62	Cc1oc(/N=C/c2ccccc2O)c(C#N)c1C	19	-15	-3	31	-1	-3	1.1	1
63	Cc1ccc(S(=O)(=O)/N=C2/NC(=O)/C(=C/c3ccccn3)S2)cc1	4	2	-2	9	-3	3	1.2	-2
64	Cc1ccc(S(=O)(=O)N(CC(=O)NCc2cccnc2)C2CCCCC2)cc1	-10	-2	-4	23	-25	1	1.3	-3
65	CC1(c2ccccc2)NC(=O)N(CC(=O)Nc2ccccc2N2CCCC2)C1=O (configuration not stated)	13	-6	9	-1	-6	8	0.3	-1
66	O=C(NCCCN1CCOCC1)Nc1ccc(Cc2ccc(NC(=O)NCCCN3CCOCC3)cc2)cc1	3	-12	-1	0	-3	-7	1.5	0
67	CCCCC(=O)Nc1ccc(Br)cc1C(=O)O	-16	12	-1	3	6	-4	0.2	0
68	O=C1OCc2ccc(NC(=O)c3sccc3Cl)cc21	-5	-2	-6	-8	-4	-1	3.9	0
69	COc1ccc(CCc2nnc(CCC(=O)NCc3cnn(-c4ccccc4C)c3)o2)cc1	13	-10	-4	14	13	-2	-1.9	-2
70	CCN(CC(=O)Nc1cc(Cl)ccc1C)C(=O)CSCc1c(C)noc1C	8	-1	-2	12	6	8	0.9	-4
71	O=C(O)c1ccc2c(c1)C(=O)N(Cc1ccc3c(c1)OCO3)C2=O	-11	2	-4	-1	13	5	-2.1	-1
72	Cc1ccccc1CNC(=O)CCC(=O)N1CCOc2ccc(Cl)cc21	22	0	-5	25	-6	16	0.7	-1
73	Cc1sc(NC(=O)/C=C/c2ccco2)c(C(=O)O)c1C	-24	-2	-1	24	8	-38	3.1	3
74	Cc1noc(C)c1NC(=O)Nc1cccc2c1O[C@@H](CN(C)C)[C@@H](C)CN([C@H](C)CO)C2=O	17	5	-3	19	-1	11	0.0	1
